M1 ag parental – M1 agonist counterscreen hit in parental CHO-K1 cells | Fluo-8 calcium fluorescence; scaled to maximal ATP response, vehicle zero | activation, % at 3 µM | 360,000 compounds, 0.48% hits; in the data active means activation above about 15%;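 further: untransfected CHO-K1 host cells lacking M1 receptor as counterscreen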
CHO-K1 Ca PAM – M1 PAM counterscreen hit in parental CHO-K1 cells. ATP EC20, Fluo-8 calcium fluorescence; 0% at ATP EC20, 100% at ATP max. activation, % at 3 µM. 360,000 compounds, 0.02% hits;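 active means activation above the run cutoff, the mean activation of all test compounds plus 3 SD, cut at about 40% in these data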;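 further: peak over basal fluorescence ratio in a 140 s read after ATP addition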
OXTR potentiate – potentiates the human oxytocin receptor response. P30559. CHO-OTR cells, Fluo-8 calcium fluorescence, potentiator mode; 0% = oxytocin EC15, 100% = EC100. activation, % at 3 µM. 320,000 compounds, 0.061% hits. AID 2445;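 active means activation above that plate's cutoff, the mean activation of tested compounds plus 3 SD, cut at about 6.6% in these data, passing the limit was not always enough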;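 further: 100% uses oxytocin at 75 nM as the full agonist control; some results filed as inactive read as strong as hits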
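System: human OTR in CHO cells / Also added: sub-maximal oxytocin, roughly EC15 / Control set: EC15 oxytocin low, 75 nM oxytocin high / Schedule: 6 min compound pre-incubation at room temperature, 100 s kinetic read / Compound: single-point 3.0 µM / Replication: singlicate / Technique: Fluo-8 calcium dye fluorescence / Read-out basis: % activation of max/min ratio relative to oxytocin controls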
V1R ag counter – counter-screen for oxytocin receptor agonists: human V1a receptor agonists; P37288; activation, % at 3 µM; 320,000 compounds, 0.25% hits; CHO-V1R cells, Fluo-8 calcium fluorescence, agonist mode; 0% DMSO, 100% 3 nM vasopressin;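 active means activation above the mean activation of all tested compounds plus 3 SD, per screening run, cut at about 20% in these data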;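 further: signal is peak over basal fluorescence ratio across a 100 second FLIPR read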
Target sequence (P37288 whole entry, looked up): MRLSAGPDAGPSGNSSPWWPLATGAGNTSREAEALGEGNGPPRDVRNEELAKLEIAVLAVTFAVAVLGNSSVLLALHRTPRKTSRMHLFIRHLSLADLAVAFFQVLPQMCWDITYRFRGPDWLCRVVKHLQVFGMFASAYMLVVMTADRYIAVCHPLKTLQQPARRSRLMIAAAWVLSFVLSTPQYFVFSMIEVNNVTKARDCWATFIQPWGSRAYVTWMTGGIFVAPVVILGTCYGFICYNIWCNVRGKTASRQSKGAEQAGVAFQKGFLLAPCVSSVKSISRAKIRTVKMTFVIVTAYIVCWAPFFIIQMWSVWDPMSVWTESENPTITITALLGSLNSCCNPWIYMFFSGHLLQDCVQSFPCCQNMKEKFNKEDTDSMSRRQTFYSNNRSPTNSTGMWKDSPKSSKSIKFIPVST
CHO-K1 Ca antag – nonselective inhibitor or artifact in parental CHO-K1 cells. ATP-induced calcium, Fluo-8 fluorescence. inhibition, % at 3 µM. 360,000 compounds, 0.6% hits;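 active means inhibition above a per-plate cutoff, the plate's mean sample inhibition plus 3 SD, cut at about 24% in these data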;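 further: 0% = DMSO plus EC80 ATP and 100% = DMSO alone without ATP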
TAAR1 antagonist – human TAAR1 antagonism; CHO RD-HGA16 TAAR1, Fluo-8 calcium fluorescence, antagonist; inhibition, % at 3 µM; 360,000 compounds, 1.5% hits; AID 624466;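 active means inhibition above a per-plate cutoff, the mean inhibition of test compounds on that plate plus 3 SD, cut at about 49% in these data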;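 further: 0% = DMSO plus EC80 beta-PEA response and 100% = DMSO alone without agonist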
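Test system: hTAAR1-expressing CHO RD-HGA16 cells, Gα16-coupled; Probe or stimulus: EC80 β-phenethylamine stimulus; Compound dosing: single nominal final test compound concentration of 3 µM; Timing: 140 s kinetic read after compound, 140 s after agonist; Signal: Fluo-8 calcium-sensitive fluorescence; Measure: % inhibition of agonist calcium response; Controls: DMSO and EC80 PEA controls.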
CHO parental Ca – signal in parental CHO cells, OX1R antagonist counter-screen; parental CHO-K1, ATP-induced calcium, Fluo-8 fluorescence; inhibition, % at 5.6 µM; 330,000 compounds, 0.63% hits;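 active means inhibition above that plate's mean sample inhibition plus 3 SD, cut at about 26% in these data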;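 further: 0% = ATP-challenged DMSO wells and 100% = DMSO wells without ATP; some compounds past the cut are filed as inactive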
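Assay system – parental CHO cells · Reagent – ATP stimulus · Detection – intracellular calcium via Fluo-8 no-wash fluorescent dye · Evaluation – percent inhibition of ATP-evoked calcium rise, normalized to controls · Controls – ATP wells versus no-ATP DMSO wells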
TAAR1 ag – agonists of human TAAR1; Q96RJ0; CHO RD-HGA16 TAAR1, Fluo-8 calcium fluorescence; vehicle wells 0%, saturating PEA agonist 100%; activation, % at 3 µM; 360,000 compounds, 0.99% hits; AID 624467;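 active means activation above the mean activation of all test compounds in the run plus 3 SD, cut at about 38% in these data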
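System: CHO RD-HGA16 cells carrying human TAAR1 plus Gα16; Incubation: 17-24 h seeding, 75 min 37 °C dye, 30 min RT; Measured by: Fluo-8 fluorescence, 5 s baseline then 140 s kinetic read; Control set: DMSO and PEA EC100; Replication: single well for each compound.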
M1 ag – human M1 muscarinic receptor agonism; P11229; CHO-K1 hM1, Fluo-8 calcium fluorescence, agonist mode; 0% DMSO, 100% acetylcholine EC100; activation, % at 3 µM; 360,000 compounds, 0.33% hits; AID 588814;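 active means activation above the run's mean compound activation plus 3 SD, cut at about 16% in these data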;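 further: peak over basal fluorescence ratio within a 140 s kinetic read after compound addition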
Target sequence (P11229 whole entry, looked up): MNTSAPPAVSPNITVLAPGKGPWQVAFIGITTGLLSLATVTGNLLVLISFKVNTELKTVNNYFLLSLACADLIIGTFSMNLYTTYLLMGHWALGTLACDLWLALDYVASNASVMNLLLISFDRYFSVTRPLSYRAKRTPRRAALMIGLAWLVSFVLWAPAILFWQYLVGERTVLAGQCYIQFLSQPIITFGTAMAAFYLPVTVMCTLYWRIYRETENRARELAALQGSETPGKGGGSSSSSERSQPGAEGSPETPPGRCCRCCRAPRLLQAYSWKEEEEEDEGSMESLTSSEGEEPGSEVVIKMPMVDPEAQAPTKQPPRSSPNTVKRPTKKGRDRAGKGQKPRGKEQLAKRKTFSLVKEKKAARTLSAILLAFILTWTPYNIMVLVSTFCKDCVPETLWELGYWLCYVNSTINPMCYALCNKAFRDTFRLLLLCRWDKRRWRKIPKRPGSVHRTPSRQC
Active calls of the source: *; / = not tested or not shown.

SMILES	M1 ag parental	CHO-K1 Ca PAM	OXTR potentiate	V1R ag counter	CHO-K1 Ca antag	TAAR1 antagonist	CHO parental Ca	TAAR1 ag	M1 ag
O=C(NCc1nnnn1-c1ccc(Cl)cc1)C(=O)c1c[nH]c2ccccc12	4.2	-3	/	/	4	23	/	20	10
O=C(N=C1SC2CS(=O)(=O)CC2N1c1ccc(F)cc1)C1CC1 (configuration not stated)	0.0	-10	2	0.5	-3	-5	6	1	-4
O=C(Cc1c(C(=O)O)[nH]c2ccccc12)NC1CCCC1	0.1	18	-7	0.7	-4	-5	-3	5	-5
CC1(C)Cc2c(cnn2-c2cccc(F)c2)C(NC(=O)c2ccc(=O)[nH]n2)C1 (configuration not stated)	-0.2	22	-7	-0.3	-12	-12	-6	-2	-3
CCOc1cccc(/C=N/NC(=O)c2cc(-c3cccn3C)n[nH]2)c1O	3.5	16	-16	-0.2	-9	-9	-23	7	-6
CCS(=O)(=O)c1ccc2c(c1)N(S(C)(=O)=O)CC(C(=O)NC1CC1)O2 (configuration not stated)	0.4	13	-8	0.5	-5	-5	2	2	1
Cc1cccc(C(=O)N2CCC(=O)N(C(COCc3cccc(Cl)c3)Cc3ccccc3)CC2)c1 (configuration not stated)	0.1	10	-10	-1.0	-12	18	-38	8	-3
CC12CCC(C(=O)Nc3ccc(Br)cn3)(OC1=O)C2(C)C (configuration not stated)	1.1	23	-6	-0.7	-19	-13	-21	1	-3
Cc1ccnc2ccc(SC(F)(F)F)cc12	0.3	20	5	1.4	-7	-9	1	1	-6
CCCC(=O)Nc1nnc([C@H]2C[C@H](O)[C@@H](CO)O2)s1	0.0	1	/	/	-2	-12	/	1	0
COCCC(=O)N1CCCC(CCC(=O)NCc2ccc(F)c(F)c2)C1 (configuration not stated)	0.1	-9	-3	-0.8	-6	-15	-12	3	0
COCCNC(=O)C(=O)NCC1OCCN1C(=O)c1ccc(Cl)cc1 (configuration not stated)	-0.1	4	-2	0.0	-1	-20	1	0	0
CCC(=O)Nc1ccc(Cl)c(NC(=S)NC(=O)COc2ccc(Cl)cc2)c1	1.0	15	-11	6.8	-5	17	-2	15	-3
C[C@H]1CN([C@@H](C)CO)C(=O)CCCn2nncc2CO[C@H]1CN(C)C(=O)Nc1ccc(N2CCCCC2)cc1	0.1	6	/	/	1	-4	/	2	-2
OCCN1CCN(C(=S)Nc2ccc(SC(F)F)cc2)CC1	1.1	16	-16	1.0	-8	11	15	2	-7
Cc1nc2c(sc(=S)n2Cc2ccco2)c(=O)n1CC(=O)Nc1ccccc1F	0.8	20	-1	-0.8	-12	-28	-11	4	-5
Cc1cccc(C(=O)NCC(=O)OCC(=O)NCCNC(=O)COC(=O)CNC(=O)c2cccc(C)c2)c1	0.9	-5	3	1.2	0	-34	-15	3	-4
O=C(COc1ccccc1)N1CCNC1=O	-0.4	-6	-7	0.1	22	0	-1	10	-6
O=C(CCNC(=O)c1ccc(Br)cc1)Nc1cccc(S(=O)(=O)N2CCCC2)c1	0.7	-5	-7	-0.3	6	14	-16	4	-7
Cc1ccc(N2CC(C(=O)Nc3ccc4c(c3)OCO4)CC2=O)cc1 (configuration not stated)	0.2	13	-12	-1.4	-3	-15	-7	5	-2
CC(=O)Nc1ccc(S(=O)(=O)NCC2CCC(C(=O)N3CCCCCC3)CC2)cc1 (configuration not stated)	-0.4	-3	-9	-0.3	19	2	-15	12	-1
COC(=O)c1cn(-c2cccc(C)n2)cn1	0.1	-13	-9	-0.7	-8	-3	-3	11	-2
O=C(c1ccco1)N1CCN(Cc2csc(-c3ccccc3Cl)n2)CC1	2.7	-18	2	5.4	6	-25	-20	2	-3
COCCn1c(SCC(=O)Nc2ccc3c(c2)OCCO3)nnc1C(C)C	0.1	8	-2	0.4	-12	-9	-9	1	-5
O=S(=O)(Cc1cc(-c2ccccc2Cl)no1)c1ccccc1	2.6	10	-7	0.4	-12	-20	-8	5	-5
Cc1c(NC(=O)C(C)OC(=O)CCc2c[nH]c3ccccc23)c(=O)n(-c2ccccc2)n1C (configuration not stated)	0.1	-8	2	-0.2	1	-6	-4	0	-2
O=C(CN(C(=O)CCC(=O)Nc1nccs1)c1ccc(F)c(Cl)c1)NCc1ccco1	-0.1	1	-6	1.4	-11	-12	-29	13	-3
Cc1cc(C)c2c(N)c(C(=O)Nc3ccc(C)c(C)c3)sc2n1	0.4	-10	-5	-0.1	6	3	-12	-1	-4
Cc1ccc(CNC(=O)C(=O)NCCCn2ccnc2)cc1	0.1	-4	-5	0.9	-6	3	-10	0	-6
CCc1c(C)[nH]c2ccccc2c1=O	0.3	6	-15	1.2	-4	5	-1	4	1
Cc1nc(C)c(/C(O)=C/c2nc3ccccc3oc2=O)s1	0.3	3	1	-0.1	-3	15	-4	5	-6
Cc1ccc(NC2SC(=O)N(Cc3cccc(C(=O)O)c3)C2=O)cc1 (configuration not stated)	-0.1	8	-7	0.1	4	-8	2	4	-1
COc1ccccc1C(=O)COC(=O)c1cccc(S(=O)(=O)N2CCCC2)c1	1.4	17	-6	0.2	-10	20	-5	-1	-4
CC(C)N(Cc1nnc(-c2ccccc2Cl)o1)C(=O)COc1cccc(Cl)c1	3.4	21	/	/	-8	10	/	2	-2
CC1CCN(C(=O)/C(=C\c2ccccc2)NC(=O)c2ccccc2)CC1	0.4	9	1	1.2	-1	-3	-18	4	1
CN(Cc1ccccc1)C(=O)[C@@H]1CCCN1C(=O)[C@@H]1CCCN1C(=O)c1ccccc1	0.3	-16	/	/	3	3	/	0	/
COc1cc(/C=C2\C(=O)N(c3ccc(S(N)(=O)=O)cc3)N=C2C)ccc1OC(=O)c1ccco1	-0.4	9	-3	-0.2	-21	10	-10	-1	-2
CCN1CCN(C(=O)Cn2nc(C)c3sc4ccccc4c3c2=O)CC1	1.0	1	-1	-0.3	-4	-12	-11	1	-3
CN(C1(C)CCS(=O)(=O)C1)S(=O)(=O)c1cccc([N+](=O)[O-])c1 (configuration not stated)	0.8	8	4	0.2	2	-3	-6	0	-1
COc1ccc(CCNC(=O)c2ccc3c(c2)N(Cc2ccc(C)cc2)CCS3)cc1OC	1.7	-16	-11	0.1	-5	/	-12	/	-6

Complete entries, quoted from the list. Values in the order: M1 ag parental, CHO-K1 Ca PAM, OXTR potentiate, V1R ag counter, CHO-K1 Ca antag, TAAR1 antagonist, CHO parental Ca, TAAR1 ag, M1 ag
CC(=O)Nc1ccc(S(=O)(=O)NCC2CCC(C(=O)N3CCCCCC3)CC2)cc1 (configuration not stated) as listed: -0.4, -3, -9, -0.3, 19, 2, -15, 12, -1
CN(C1(C)CCS(=O)(=O)C1)S(=O)(=O)c1cccc([N+](=O)[O-])c1 (configuration not stated) as listed: 0.8, 8, 4, 0.2, 2, -3, -6, 0, -1

(next part)
SMILES	M1 ag parental	CHO-K1 Ca PAM	OXTR potentiate	V1R ag counter	CHO-K1 Ca antag	TAAR1 antagonist	CHO parental Ca	TAAR1 ag	M1 ag
COc1ccc(N(CC(=O)NN=C2CCCCCCC2)S(=O)(=O)c2ccccc2)cc1	0.4	16	-8	-0.2	-21	-28	-23	-1	-5
CCN(Cc1ccccc1)C(=O)c1nn(-c2ccc(OC)cc2)c(=O)c2c1c1ccccc1n2C	7.0	-7	-17	0.8	15	85*	1	5	-7
O=C(N/C=C\n1cnc2cc(C(F)(F)F)ccc21)c1ccc([N+](=O)[O-])cc1	1.2	15	-7	0.5	-14	-18	2	3	-1
Cc1cn2c(N)c(/C=C3\C=Nc4ccccc43)c(=O)nc2s1	1.7	22	-6	4.5	-10	-1	-9	5	-3
CN(C)CCNC(=O)c1c(O)c2c([nH]c1=O)CCCC2	0.4	17	-1	0.1	-9	15	-11	7	-10
O=C1NC[C@@H](CCCCN2C[C@H](Cc3ccc(O)cc3)N(CCc3ccc(O)cc3)C(=O)C2=O)N(CCc2ccc(O)cc2)C1=O	1.9	15	/	/	-19	1	/	0	/
CCC(C)(C)n1nnnc1C(c1cccs1)N1CCN(c2nc3ccccc3s2)CC1 (configuration not stated)	0.3	9	-3	-0.8	-20	-11	-17	16	-2
O=C(CN1C(=O)S/C(=C\c2ccc(Cl)cc2)C1=O)NC1C=CS(=O)(=O)C1 (configuration not stated)	0.9	1	0	2.2	-3	-13	-1	2	-2
COc1cc(C(=O)NCc2ccc(-n3cccc3)cc2)cc(OC)c1OC	7.9	15	-13	5.0	-8	/	-6	/	-2
CC1(C)C2(C#N)C(=O)NC(=O)C12C#N (configuration not stated)	0.6	7	/	/	-18	-9	/	3	-3
Cc1cc(C)cc(NC(=O)CSc2nnc(NC(=O)C3CC3)s2)c1	-0.1	-7	-6	0.4	2	-15	-13	0	-4
CN1CCN(c2nc3c(c(=O)[nH]c(=O)n3C)n2CCOc2ccccc2)CC1	0.5	18	/	/	-15	-12	/	-1	-5
COc1cccc(C2C(C#N)=C(N)Oc3c2oc(CO)cc3=O)c1OC (configuration not stated)	0.2	8	-10	-0.3	6	1	-7	4	-2
Cc1cccc(CCNC(=O)CNS(=O)(=O)c2ccc3nc(C)sc3c2)c1	3.5	-5	-4	4.2	-1	-6	-26	0	-3
CC1(C)COC(c2cccn2Cc2ccc(F)cc2Cl)=N1	0.2	16	-5	-0.8	7	10	-14	12	-3
NC(=O)c1cc([N+](=O)[O-])ccc1NCCc1ccccc1	-0.3	4	/	/	-6	-1	/	6	-2
Cc1cccc(C)c1NC(=O)COC(=O)C1CC(=O)N(Cc2ccccc2)C1 (configuration not stated)	0.2	2	-5	-0.9	-12	-19	-8	1	-3
O=C(CSc1ccccc1)N1CCN(S(=O)(=O)c2cccs2)CC1	1.1	-15	-11	0.4	-3	-12	3	1	0
O=C1OC(c2ccccc2)=CC1=Cc1ccccc1O	0.5	16	/	/	0	-12	/	2	-1

Some of these compounds in order of their number in OXTR potentiate, smallest number first:
molecule,OXTR potentiate
CC(=O)Nc1ccc(S(=O)(=O)NCC2CCC(C(=O)N3CCCCCC3)CC2)cc1 (configuration not stated),-9
CC1(C)Cc2c(cnn2-c2cccc(F)c2)C(NC(=O)c2ccc(=O)[nH]n2)C1 (configuration not stated),-7
Cc1cn2c(N)c(/C=C3\C=Nc4ccccc43)c(=O)nc2s1,-6
